TEAD-YAP inh = TEAD-YAP interaction inhibition. AID 1259422. 1.4% of 640,000 active. HEK-TIYL cells, TEAD-Gal4/YAP UAS-luciferase luminescence. inhibition, % at 9.12 µM; in the data active = inhibition above about 32%;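 also: 0% = median of test compound wells and 100% = reference inhibitor wells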
MITF primary = inhibitors of human MITF; AlphaScreen MITF homodimerization, bead proximity signal; inhibition, % at 2.6 µM; 0.91% of 650,000 active; AID 1259374; in the data active = inhibition above about 50%;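 also: 0% = vehicle wells with protein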
FBW7 act = human FBW7 E3 ligase activation, primary screen. Q969H0. AlphaScreen FBW7–phospho-cyclin E peptide binding, activator screen. normalized activity (activation), % at 26.1 µM. 0.13% of 650,000 active; in the data active = normalized activity above about 1.9%;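 also: purified mutant Fbw7 with reduced substrate affinity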
Target sequence (Q969H0 whole entry, looked up): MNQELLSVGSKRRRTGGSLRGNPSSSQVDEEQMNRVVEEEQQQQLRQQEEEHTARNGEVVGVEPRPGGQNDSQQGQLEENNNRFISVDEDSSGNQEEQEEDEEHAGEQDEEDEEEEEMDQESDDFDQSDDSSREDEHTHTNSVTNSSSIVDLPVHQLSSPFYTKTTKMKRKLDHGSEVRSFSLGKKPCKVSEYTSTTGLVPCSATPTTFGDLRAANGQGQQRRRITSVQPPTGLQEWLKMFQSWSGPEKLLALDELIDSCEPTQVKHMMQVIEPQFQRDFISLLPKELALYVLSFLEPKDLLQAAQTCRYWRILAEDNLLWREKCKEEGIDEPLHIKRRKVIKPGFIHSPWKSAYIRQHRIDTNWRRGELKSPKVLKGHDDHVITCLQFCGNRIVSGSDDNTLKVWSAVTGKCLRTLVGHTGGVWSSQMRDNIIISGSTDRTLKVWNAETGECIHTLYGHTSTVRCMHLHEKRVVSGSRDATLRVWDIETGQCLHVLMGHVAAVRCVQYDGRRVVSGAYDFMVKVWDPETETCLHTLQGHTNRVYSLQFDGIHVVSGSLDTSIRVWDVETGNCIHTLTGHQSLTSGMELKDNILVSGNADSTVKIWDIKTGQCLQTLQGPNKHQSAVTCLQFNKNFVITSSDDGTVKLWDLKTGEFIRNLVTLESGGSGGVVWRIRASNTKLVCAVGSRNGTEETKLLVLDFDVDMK
GPR151 ag = activators of human GPR151; Q8TDV0; PathHunter beta-arrestin GPR151 cells, luminescence; activation, % at 11.2 µM; 1% of 650,000 active; AID 1508602; in the data active = activation above about 4.9%;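 also: 0% = median of compound wells and 100% = cells with positive control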
Target sequence (Q8TDV0 whole entry, looked up): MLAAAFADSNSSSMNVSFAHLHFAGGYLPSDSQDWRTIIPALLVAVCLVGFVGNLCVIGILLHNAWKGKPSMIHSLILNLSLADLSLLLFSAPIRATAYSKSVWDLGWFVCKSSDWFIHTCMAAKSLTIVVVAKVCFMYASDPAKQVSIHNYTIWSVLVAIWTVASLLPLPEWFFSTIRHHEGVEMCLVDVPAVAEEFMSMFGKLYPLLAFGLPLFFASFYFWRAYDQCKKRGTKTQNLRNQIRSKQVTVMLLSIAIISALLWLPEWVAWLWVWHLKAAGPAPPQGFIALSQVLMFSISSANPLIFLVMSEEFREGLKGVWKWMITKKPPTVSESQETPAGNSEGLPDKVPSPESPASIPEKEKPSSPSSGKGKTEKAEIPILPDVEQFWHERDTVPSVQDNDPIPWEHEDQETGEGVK
* marks the source's active call; other numbers are inactive results; / = not tested or not shown; & = joins results of further samples; ! = a repeat was not active.

SMILES	TEAD-YAP inh	MITF primary	FBW7 act	GPR151 ag
COc1cc(C2C(C(=O)OC3CCCC3)=C(C)NC3=C2C(=O)CCC3)ccc1O (configuration not stated)	-4	-5	-0.1	0.0
O=C(NCCc1ccccc1)c1cccc(NC2=NC3CS(=O)(=O)CC3S2)c1 (configuration not stated)	-3	13	0.0	-0.4
CCCSCCCNC(=O)CN1C(=O)CC(C)(C)Sc2ccccc21	-10	19	0.7	-0.3
O=C1OCc2cc(-n3nnn(C4CC(=O)C5OCC4O5)c3=S)ccc21 (configuration not stated)	9	7	0.2	-0.9
CCCNC(=O)CCc1c(C)nc2c(-c3ccccc3)c(C)nn2c1C	-9	-6	-0.1	0.1
CN(C)CC[C@@H](c1ccc(Br)cc1)c1ccccn1	-4&-4	-1&-11	0.2&-0.1	0.8&0.9
CCC(=O)/C=C(\O)c1ccc(Br)cc1	-2	21	0.5	0.1
CCOc1cccc2cc(-c3csc(Nc4ccccc4C(F)(F)F)n3)c(=O)oc12	-5	10	0.1	8.1*
CCOC(=O)c1c(NC(=O)C(C)Sc2nnc(CNC(=O)c3cccc(F)c3)n2CCc2ccccc2)sc2c1CCC2 (configuration not stated)	1	-5	0.0	-0.7
Cc1ccc(NC(=O)N(C)c2ccccc2)cc1	-13	15	-0.1	0.8
COC(=O)C(=O)CC(=O)c1ccccc1	-20	10	-0.1	2.0
Clc1ccccc1CN1CCC(N2CCCC2)CC1	-1	2	0.2	-1.1

The last 5 entries of the part above come first, to join the parts.
SMILES	TEAD-YAP inh	MITF primary	FBW7 act	GPR151 ag
CCOc1cccc2cc(-c3csc(Nc4ccccc4C(F)(F)F)n3)c(=O)oc12	-5	10	0.1	8.1*
CCOC(=O)c1c(NC(=O)C(C)Sc2nnc(CNC(=O)c3cccc(F)c3)n2CCc2ccccc2)sc2c1CCC2 (configuration not stated)	1	-5	0.0	-0.7
Cc1ccc(NC(=O)N(C)c2ccccc2)cc1	-13	15	-0.1	0.8
COC(=O)C(=O)CC(=O)c1ccccc1	-20	10	-0.1	2.0
Clc1ccccc1CN1CCC(N2CCCC2)CC1	-1	2	0.2	-1.1
CCCCC(=O)Nc1ccc(NC(=O)c2ccc(N3CCCC3)c([N+](=O)[O-])c2)cc1OC	-3	-13	-0.1	-0.3
CCOC(=O)CSc1ncnc2c1nnn2Cc1ccc(Cl)cc1	4	-1	-0.1	-0.6
Cc1ccc(NC(=O)Cn2c(=O)n(Cc3ccco3)c(=O)c3oc4ccccc4c32)cc1	6	-6	-0.1	0.9
O=C1CSC(=O)N1Cc1ccc(F)cc1	6	-16	0.2	0.2
COc1ccc(-c2nc3ccccc3c(=O)n2NC(=O)c2ccc(Cl)cc2Cl)cc1OC	-4	0	0.1	-1.2
COc1ccc(-c2cc3nccc(C4CCCN(C(=O)OC(C)(C)C)C4)n3n2)cc1OC (configuration not stated)	1	13	0.0	-0.9
Cc1ccc(Cl)cc1N1CCN(C(=O)CN(c2cccc(C)c2C)S(C)(=O)=O)CC1	9	11	-0.1	-0.3
Cc1[nH]c2ccccc2c1C1(O)C(=O)Nc2ccc(Cl)cc21 (configuration not stated)	10	18	-0.1	-1.3
COc1ccccc1CCC(=O)N1CCC2(CC1)OCc1cc(-c3cncnc3)ccc1O2	0	7	0.1	1.4
CCOC(=O)c1c(NC(=O)CSc2ccccc2)sc2c1CCCC2=O	6	-15	-0.2	0.9
Cc1ccc2c(c1)-c1c(cnn1CC(=O)Nc1ccccc1F)CO2	4	11	0.0	-0.4
Nc1ccc2nc(-c3ccc(N)c(Cl)c3)[nH]c2c1	-13	19	0.0	-4.8

The list goes on (2 carried over from the part before).
SMILES	TEAD-YAP inh	MITF primary	FBW7 act	GPR151 ag
Cc1ccc2c(c1)-c1c(cnn1CC(=O)Nc1ccccc1F)CO2	4	11	0.0	-0.4
Nc1ccc2nc(-c3ccc(N)c(Cl)c3)[nH]c2c1	-13	19	0.0	-4.8
CC(=O)n1c(=O)oc2cc(Br)ccc21	1	3	-0.2	-0.4
CCOc1ccc2c(c1)-c1c(ssc1=Nc1ccc(S(=O)(=O)Nc3nccs3)cc1)C(C)(C)N2	12	-7	-0.1	-0.9
CC1CN(c2nc(O)c(/C=C3\C=Nc4ccc(Br)cc43)s2)CC(C)O1 (configuration not stated)	-1	1	-0.1	1.8
CC1=CC(=Nc2c(C)n(C)n(-c3ccccc3)c2=O)C=C(C)C1=O	5	-5	0.0	0.1
CCc1ccccc1N(CC(=O)NCCc1ccccc1)S(C)(=O)=O	4	5	1.5	-1.6
O=S1(=O)CCN2C(=N1)Sc1cc(F)ccc12	18	3	0.1	-0.5
CC1=C(C#N)C(c2ccc(Cl)cc2Cl)C2=C(N1)C1CCN2CC1 (configuration not stated)	13	8	0.0	-1.2
O=S(=O)(CCc1ccccc1)N1CCN(c2ccc3nncn3n2)CC1	-4	12	0.0	2.6
Cc1ccc(-n2c(C)cc(C(=O)CCl)c2C)cc1	-5	2	-0.3	0.4
OC(CNCCN1CCN(Cc2ccccc2)CC1)COCc1ccccc1 (configuration not stated)	-3	38	-0.1	-1.1
Cc1ccc(CNC(=O)c2ccc(CN3CCOCC3)cc2)cc1	9	7	0.6	-0.2
COc1ccc(/C=C(/C#N)C(=O)Nc2ccccc2C)cc1	-10	11	0.1	-0.1
CCOc1ccc(C2C3(C#N)C(N)=NC4(OCCO4)C23C#N)cc1 (configuration not stated)	9	20	0.0	-0.7
Cc1nn(CCCC(=O)Nc2cc(Oc3ccccc3)cc([N+](=O)[O-])c2)c(C)c1[N+](=O)[O-]	1	-18	0.0	-1.2
COc1ccc(C(=O)COC(=O)C(C)Oc2ccc(Cl)cc2)c(OC)c1 (configuration not stated)	4	11	0.4	-1.2
COc1ccccc1NC(=O)c1cc2c(ccc3ccccc32)oc1=N	0	21	0.2	-0.9
CC(=O)C(CCCCOc1ccc(C)cc1)C(C)=O	8	0	-0.1	-1.1
NC(=O)c1ccccc1NS(=O)(=O)c1cc(C(F)(F)F)ccc1Cl	4	2	0.0	-0.3
Cc1c(NC(=O)OC(C)C)sc(=S)n1C	-23	25	0.7	-1.0
O=C(CN1C(=O)COc2ccccc21)NCCCN1CCCC1=O	-7	6	-0.3	-0.1
COc1cc(NS(=O)(=O)c2ccc(Nc3nc(-c4sc(N)nc4C)cs3)cc2)nc(OC)n1	-6	12	-0.1	0.3
O=C(N/N=C/c1ccc[nH]1)Nc1ccccc1	-26	-2	0.0	0.3
Cc1ccc(-n2c(=O)c3sccc3n(CC(N)=O)c2=O)cc1	-14	-10	-0.2	-1.3
FC(F)(F)c1nnc2c3ccccc3c(-n3ccnc3)nn12	3	-2	-0.1	-0.6
O=C(NN1C(=O)c2ccccc2NC1c1ccccc1F)c1ccccc1 (configuration not stated)	-2	5	0.0	0.5
O=C(NNC(=O)c1c(O)c2ccccc2[nH]c1=O)c1ccccc1	-3	-1	-0.1	-0.4
Cc1sc2ncn(CC(=O)NCCCC(=O)NCCCN3CCOCC3)c(=O)c2c1C	-2	13	0.2	0.7
O=C(CCc1ccccc1)NNC(=O)c1cccc2ccccc12	2	1	-0.1	0.1
COc1cc(-c2c(C#N)c(N)nc3sc(C(=O)c4ccc(Br)cc4)c(N)c23)cc(OC)c1OC	-9	-10	-0.1	-0.1
CC1CN(C(=O)c2cc3c(=O)n4ccccc4nc3n2C)CC(C)O1 (configuration not stated)	3	8	0.1	1.3
Nc1c(Cl)cc(N2C(=O)c3ccc(Br)cc3C2=O)cc1Br	-3	9	0.0	0.3
Cc1cccc(-c2nnc(C(C)Cl)o2)c1 (configuration not stated)	-7	-1	0.1	0.0
CS(=O)(=O)N(Cc1ccccc1Cl)c1ccccc1	-4	-2	0.0	-1.9
O=C(NCc1ccccc1)c1cccc(Nc2ccccc2)n1	-5	1	-0.2	2.1
CC(=O)Cn1ncc(N2CCCCC2)c(Cl)c1=O	-27	0	0.0	3.2
O=C1C2CC=CCC2C(=O)N1c1cccc([N+](=O)[O-])c1 (configuration not stated)	1	4	-0.3	2.5
CCC1Sc2cc(S(=O)(=O)CCC(=O)Nc3ccc(C(C)=O)cc3)ccc2NC1=O (configuration not stated)	10	-21	0.1	0.3
Cc1c(C(=O)Nc2nc3c(s2)C(=O)CC(C)(C)C3)cccc1[N+](=O)[O-]	-18	-5	0.1	-0.9
CC(C)c1ccc(NC(=O)c2ccc([N+](=O)[O-])cc2NC(=O)c2ccccc2)cc1	-1	-3	-0.1	0.1
COc1cc2c(cc1OC)C(C)N(c1ncnc3c1cnn3C)CC2 (configuration not stated)	-7	-1	-0.2	-0.8
O=C(Cc1cscn1)N1CCc2c([nH]c3ccccc23)C1c1ccccn1 (configuration not stated)	2	-20	0.1	-0.4
Cc1ccc(-n2cc(C(=O)Nc3ccc4c(c3)OCO4)c3ccccc3c2=O)cc1C	-8	0	0.1	0.7
CNC(=O)C(=O)c1c[nH]c2ccccc12	8	-4	-0.3	2.2
CCCCN(CC)S(=O)(=O)c1ccc(F)c(C(=O)Nc2ccc(OCC)cc2)c1	13	5	-0.1	2.2
Cc1ccc(NC(=O)c2ccccc2-c2nc3ccccc3[nH]2)cc1	2	0	-0.1	2.4
CC(C)NC[C@H](O)COc1cccc2ccccc12	1&2	-18&-6&2&-4&-10	0.2&0.1&0.0&-0.1&-0.2	8.0*!
Cc1ccc(-c2ccc(OC(=O)c3c(-c4ccccc4Cl)noc3C)cc2)cc1	-4	1	0.0	1.8
O=C(CCCn1c(=S)[nH]c2ccc(Br)cc2c1=O)N1CCN(c2cccc(Cl)c2)CC1	12	24	0.2	1.2
O=c1nc(/C=C/c2cccc(Oc3ccccc3)c2)cc(C(F)(F)F)[nH]1	12	-3	-0.1	-1.4
COC(=O)C(CCSC)NC(=O)C1CC(Cc2ccc(F)cc2)=NO1 (configuration not stated)	-1	11	0.1	-0.6
CC(C)(C)c1ccc(S(=O)(=O)NC2CCS(=O)(=O)C2)cc1 (configuration not stated)	9	1	0.0	3.9
CCC(C(=O)N1CCCCCC1)n1c2ccccc2c2nc(=O)cc(C)n21 (configuration not stated)	3	8	0.0	0.0
O=C(NCCCO)C(=O)NC1CC1	-3	-8	-0.1	-0.3
CC(NC(=O)CCNS(=O)(=O)c1ccc(Br)cc1)c1ccccc1 (configuration not stated)	1	6	-0.1	-0.4
COc1ccc(OC)c(/C=C2\N=C(c3ccccc3OC)OC2=O)c1	-11	13	0.0	0.9
Cc1ccccc1NC(=O)CSC1=C(C#N)C(c2ccc(C(C)C)cc2)CC(=O)N1 (configuration not stated)	3	16	0.1	-1.1
NC(=NC1C2CC3CC(C2)CC1C3)Nc1ccc(I)cc1 (configuration not stated)	/	14	-0.1	0.5
CC(=O)CCc1oc2c(Br)cc(C)cc2c1-c1ccc(C)o1	-2	-2	0.0	-0.6
CCc1ccccc1OCC(=O)Nc1ccc(I)cc1	-8	9	0.5	1.1
COCC(=O)NC(CC(C)C)c1nnc2n1CCN(Cc1cc(C)c(OC)cc1C)CC2 (configuration not stated)	3	16	-0.1	-1.0

Part of the list above in order of SMILES length, rising:
SMILES	TEAD-YAP inh	MITF primary	FBW7 act	GPR151 ag
NC(=NC1C2CC3CC(C2)CC1C3)Nc1ccc(I)cc1 (configuration not stated)	/	14	-0.1	0.5
CC(=O)CCc1oc2c(Br)cc(C)cc2c1-c1ccc(C)o1	-2	-2	0.0	-0.6
COc1ccc(OC)c(/C=C2\N=C(c3ccccc3OC)OC2=O)c1	-11	13	0.0	0.9
CC(C)(C)c1ccc(S(=O)(=O)NC2CCS(=O)(=O)C2)cc1 (configuration not stated)	9	1	0.0	3.9

Further results.
SMILES	TEAD-YAP inh	MITF primary	FBW7 act	GPR151 ag
C/C(=N\NS(=O)(=O)c1ccc(C)c([N+](=O)[O-])c1)c1ccc(N)cc1	-35	9	0.1	1.5
CC(C)=Nn1nc([N+](=O)[O-])c(Cl)c1C	-5	-3	0.2	-0.5
CC(C)n1c(Nc2ccc3ncccc3c2)nc2c(NCCc3ccc(O)cc3)ncnc21	-1	0	0.0	5.1*
CCOC(=O)c1c(NC(=O)CSc2nnc(CNC(=O)c3ccc(C)c([N+](=O)[O-])c3)n2Cc2ccccc2)sc2c1CCC2	5	3	0.1	-0.1
COc1cccc(CNC(=O)C2CCCN2c2nnc(N3CCCC3=O)s2)c1 (configuration not stated)	-1	10	0.8	0.8
COc1ccc2nc(SCC(=O)NC3CCCCC3)c(C#N)cc2c1	-4	1	0.0	-0.1
O=C(COc1ccccc1Cl)OCC(=O)c1ccc(F)cc1	6	-9	0.1	0.3
CCOc1ccccc1CN1CCN(Cc2ccc(C)s2)CC1CCO (configuration not stated)	-12	5	0.0	-2.3
CCCCCCc1cc2cc(-c3nc(-c4cc(Cl)ccc4OC)cs3)c(=O)oc2cc1O	2	-5	-0.1	0.4
COCCCn1c(SCC(=O)NC2CCCC2)nnc1-c1cccs1	-1	-1	-0.1	-0.1
C/C(N)=C(/C#N)C(=O)CSc1nc(C)nc2scc(-c3cccs3)c12	11	4	0.0	0.8
CC12CCC(C(=O)NCCN3CCCCC3)(CC1=O)C2(C)C (configuration not stated)	5	6	0.1	0.7
COc1ccc(NC(=O)CSc2nc3ccc(N4CCCCC4)cc3c(=O)n2Cc2ccccc2)c(OC)c1	11	-3	0.0	-1.5
O=C(N/N=C\c1ccc(Br)cc1)c1ccc(O)cc1	-14	6	0.3	1.9
Nc1nc(-c2ccccc2)c(NC(=O)c2ccccc2Cl)s1	-7	4	0.0	4.1
Cc1ccc(C(=O)N2CCc3ccccc32)cc1C	-30	7	0.1	-1.6
COc1ccccc1N1CCN(C(=O)CN(c2cc(C)cc(C)c2)S(C)(=O)=O)CC1	6	15	0.1	6.4*
C=CCN(CC=C)C(=O)CC1C(=O)NCCN1Cc1ccccc1OC (configuration not stated)	10	11	0.1	1.0

Screening data deposited in PubChem by The Scripps Research Institute Molecular Screening Center.
